Screens as filed in PubChem BioAssay.
aGal spleen mod = inhibitors or activators of human alpha-galactosidase in spleen homogenate. P06280. human spleen homogenate, 4MU-alpha-Gal fluorescence, 40 min. Potency, µM (titrated, usually from 80 µM), without a hit: top-dose activity change, negative = inhibition, hits mostly inhibitors. actives 0.008% (n = 240,000). AID 2107;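 note: 0% = enzyme with vehicle and -100% = no enzyme basal signal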
Target sequence (P06280 32-429 limits assumed): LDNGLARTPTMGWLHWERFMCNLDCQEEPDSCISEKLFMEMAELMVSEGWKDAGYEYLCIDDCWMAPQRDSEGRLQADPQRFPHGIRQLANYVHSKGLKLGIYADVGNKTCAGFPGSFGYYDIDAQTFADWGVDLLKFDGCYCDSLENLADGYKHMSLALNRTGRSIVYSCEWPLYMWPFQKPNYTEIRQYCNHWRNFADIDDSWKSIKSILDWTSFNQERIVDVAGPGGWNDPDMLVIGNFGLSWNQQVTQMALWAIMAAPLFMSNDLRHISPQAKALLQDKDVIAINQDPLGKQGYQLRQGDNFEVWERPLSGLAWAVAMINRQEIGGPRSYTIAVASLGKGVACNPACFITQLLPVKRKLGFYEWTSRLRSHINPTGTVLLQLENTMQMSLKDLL
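Human spleen homogenate (1 ug) was the enzyme source, with 4-methylumbelliferyl-alpha-D-galactopyranoside (1 mM final) in pH 5.0 citrate buffer with 0.01% Tween-20. Compounds were titrated; after 40 min at 37C, NaOH/glycine stop, 4-MU fluorescence read; AC50 from Hill fits.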
ALDH1A1 inh = blocks purified human ALDH1A1 activity. actives 7.3% (n = 220,000). Purified ALDH1A1, NADH fluorescence, propionaldehyde substrate. AID 1030. P00352. Potency, µM (series often up to 75.3 µM), for the others: top-dose activity, negative = inhibition, hits mostly inhibitors; active = well fitted inhibition curve with a large enough effect, not every such curve was filed as active; inconclusive = small, poorly fitted or top-dose-only effect, or another doubt; inactive = no such curve, though single readings can be large or run the other way;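 note: plate controls were no enzyme wells and a reference inhibitor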
Tau FP inhib = tau fibrillization inhibition (FP) | K18 P301L tau heparin fibrillization, Alexa594 FP, 6 h | Potency, µM (doses to about 57.7 µM), without a hit: at the highest dose activity, negative = inhibition, usual class: inhibitors | actives 0.39% (n = 280,000) | AID 1468; note: nearly all actives have a fitted effect of over 55% in size
Target sequence (P10636 561-689 P618L limits assumed): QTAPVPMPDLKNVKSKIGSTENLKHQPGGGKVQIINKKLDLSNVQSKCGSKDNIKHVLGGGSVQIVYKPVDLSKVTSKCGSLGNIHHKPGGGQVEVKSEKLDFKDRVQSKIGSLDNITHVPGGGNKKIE
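Human tau K18 […] P301L fragment, 15 uM unlabeled plus 0.24 uM Alexa 594-labeled tau (final), with compound and 20 uM heparin in 100 mM sodium acetate pH 7; 6 hr at 37 C, then Alexa 594 FP read.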
Tau ThT inhib = tau fibrillization inhibition (ThT binding); recombinant tau K18 P301L, heparin-induced fibrillization, ThT fluorescence; Potency, µM (titrated, usually from 57.4 µM), without a hit: at the highest dose activity, negative = inhibition, usual class: inhibitors; actives 2.1% (n = 270,000); note: nearly all actives have a fitted effect of over 55% in size
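Tau K18 P301L fragment (15 uM unlabeled plus 0.24 uM Alexa 594-labeled) in 100 mM sodium acetate pH 7 with compound, fibrillization induced by 20 uM heparin for 6 hr at 37 C. Thioflavin T (30 uM) added, fluorescence read after 1 hr (ex 450, em 510 nm).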
TR SRC2 fluor cs = Texas Red fluorescence interference in TRb-SRC2 counter-screen. actives 0.29% (n = 280,000). AID 1479. TRb/SRC2 Texas Red total fluorescence interference. Potency, µM (titrated, usually from 106 µM), for the others: at the highest dose fluorescence change, negative = quenching; active = well fitted curve in either direction with a large enough effect; inconclusive = small, poorly fitted or top-dose-only effect
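Flags fluorescent or light-absorbing compounds by total fluorescence, S + 2P, at 555 nm excitation and 632 nm emission. Mixture: 20 nM Texas Red SRC2 peptide, 0.6 uM human TRb LBD, 1 uM T3, 5% DMSO; compound exposure 5 h at ambient temperature.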
Tau fluor counter = counter-screen for tau fibril formation inhibitors | tau K18 P301L Alexa594 fluorescence, heparin fibrillization | Potency, µM (top dose mostly 57.7 µM), without a hit: top-dose activity change, negative = decrease | actives 0.93% (n = 280,000); note: nearly all actives have a fitted effect of over 55% in size
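Human tau K18 P301L (15 uM unlabeled, 0.24 uM Alexa 594-labeled) in 100 mM sodium acetate pH 7 with 20 uM heparin, 6 hr at 37 C. ThT 30 uM added, 1 hr ambient; Alexa 594 FP and total fluorescence read at 555/632 nm.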
TRb-SRC2 inh = inhibitors of human thyroid hormone receptor beta-SRC2 interaction. Potency, µM (series often up to 106 µM), for inactives: at the top dose activity change, negative = inhibition, hits mostly inhibitors. TRbeta-SRC2 peptide binding, fluorescence polarization; receptor liganded with 1 µM T3. P10828. actives 0.065% (n = 280,000);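 note: plate controls were bound peptide for no effect and peptide without receptor for full effect; nearly all actives have a fitted effect of over 50% in size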
Target sequence (P10828 whole entry, looked up): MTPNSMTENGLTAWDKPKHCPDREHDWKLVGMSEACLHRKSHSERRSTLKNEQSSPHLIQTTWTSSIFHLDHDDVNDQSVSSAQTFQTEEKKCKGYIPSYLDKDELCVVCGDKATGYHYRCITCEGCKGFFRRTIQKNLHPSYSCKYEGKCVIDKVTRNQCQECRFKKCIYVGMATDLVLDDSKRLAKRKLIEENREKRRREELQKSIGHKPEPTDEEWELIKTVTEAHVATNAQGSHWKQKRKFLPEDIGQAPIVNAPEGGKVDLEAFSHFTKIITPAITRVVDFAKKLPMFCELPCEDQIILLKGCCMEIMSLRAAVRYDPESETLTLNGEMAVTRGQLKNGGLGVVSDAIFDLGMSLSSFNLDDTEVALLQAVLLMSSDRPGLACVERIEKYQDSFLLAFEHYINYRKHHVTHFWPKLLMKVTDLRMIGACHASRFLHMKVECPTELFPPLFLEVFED
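Decrease in fluorescence polarization of 20 nM Texas Red SRC2 coactivator peptide flagged inhibition of its binding to 0.6 uM TRb LBD; 1 uM T3 included, incubation 5 hr, ex 555/em 632 nm.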
L3MBTL1 block = L3MBTL1 (human) inhibition; actives 0.66% (n = 230,000); Potency, µM (top dose mostly 57.1 µM), inactives show top-dose activity, negative = inhibition, most hits filed as inhibitors; AlphaScreen L3MBTL1–H3K9me1 peptide binding; AID 485360; Q9Y468; note: nearly all actives have a fitted effect of over 60% in size
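AlphaScreen proximity signal between nickel-chelate acceptor and streptavidin donor beads (final 10 ug/mL) reports binding of 50 nM L3MBTL1 to 75 nM biotin-H3 K9me1 peptide; complex incubated with compounds 30 min at room temperature; cefsulodin titration as control.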
Active calls of the source: *; ? = inconclusive; . = not tested or not shown; [ ] = another dose, or the depositor's remark. Unless noted, calls come from the whole dose curve; as a rule, active = well fitted curve in the direction sought with a large enough effect; inconclusive = small, poorly fitted or top-dose-only effect, or another doubt; inactive = no such curve, though single readings can be large; an effect the other way counts as inactive or inconclusive. Unless noted, % is set by controls: 0 for no effect and ±100 for the full control effect; potency is the fitted concentration of half-maximal effect.

Codes – A = aGal spleen mod; B = ALDH1A1 inh; C = Tau FP inhib; D = Tau ThT inhib; E = TR SRC2 fluor cs; F = Tau fluor counter; G = TRb-SRC2 inh; H = L3MBTL1 block
Cc1ccc(-n2nnc(-c3cccnc3Cl)n2)cc1
  A: 5%	B: 3%	C: 8%	D: -4%	E: -1%	F: -4%	G: -2%	H: 10%
Cc1nc2c(C(=O)O)cnn2c(C)c1Cc1ccccc1
  A: .	B: .	C: -2%	D: 6%	E: -1%	F: 2%	G: -2%	H: .
O=c1[nH]cnc2c1nc(SCc1ccccc1)n2C1OC(CO)C(O)C1O (stereo not given)
  A: 7%	B: 8%	C: -4%	D: -1%	E: 4%	F: 3%	G: -3%	H: 6%
C=CCN=c1scc(-c2ccccc2)n1/N=C/c1ccccn1
  A: 4%	B: -10%	C: 2%	D: ?	E: -2%	F: -29%	G: 0%	H: -27%
CCNC(=O)CC1C(=O)N(c2ccc(C)cc2)C(=O)N1CCOC (stereo not given)
  A: .	B: .	C: 0%	D: 0%	E: 0%	F: -1%	G: -2%	H: .
Cc1ccc(-c2nc(C#N)c(NCCc3ccccn3)o2)cc1
  A: 1%	B: ?	C: -1%	D: -10%	E: -1%	F: -1%	G: -14%	H: -2%
COc1ccc(S(=O)(=O)N2C(=O)/C(=C3\SC(N)=NC3=O)c3ccccc32)cc1
  A: -16%	B: .	C: 5%	D: ?	E: 0%	F: -21%	G: 2%	H: -11%
Cc1cccc(Nc2nnc(-n3nc(C)cc3C)c3ccccc23)c1
  A: .	B: .	C: -10%	D: -20%	E: 2%	F: -29%	G: 2%	H: .
O=C(O)C1CC(=O)N(Cc2cccs2)C1 (stereo not given)
  A: -10%	B: -8%	C: 0%	D: 25%	E: 2%	F: 20%	G: -17%	H: 40%[activator]
Cc1ccc(CNC(=O)Cn2c3ncccc3c(=O)n2-c2ccc(C)cc2)cc1
  A: .	B: .	C: -8%	D: -2%	E: -1%	F: -23%	G: -2%	H: .
COc1ccc(N2C(=O)c3ccccc3C2=O)cc1
  A: 4%	B: 4%	C: 2%	D: -5%	E: 0%	F: 5%	G: -5%	H: 0%
O=c1cc(CNCCCO)c2ccccc2[nH]1
  A: 19%	B: ?	C: -13%	D: -7%	E: -7%	F: -8%	G: -3%	H: .
Cc1ccc(Cn2c(-c3ccccc3)nc3ccccc32)cc1
  A: .	B: .	C: -6%	D: -17%	E: -1%	F: -9%	G: -1%	H: .
c1ccc(Cc2nnc(Sc3ccccc3)c3ccccc23)cc1
  A: -2%	B: -8%	C: -11%	D: -16%	E: -4%	F: -2%	G: -2%	H: 2%
Nc1nc2nc(-c3cccs3)cc(C(F)(F)F)n2n1
  A: ?	B: ?	C: 1%	D: -3%	E: -2%	F: 2%	G: 0%	H: 9%
CS(=O)(=O)Nc1ccccc1C(=O)N1CCN(c2ccccc2)CC1
  A: 0%	B: -4%	C: -7%	D: -9%	E: -1%	F: -4%	G: 3%	H: .
Nc1[nH]ncc1N=Nc1ccc(Cl)cc1
  A: -2%	B: -7%	C: 8%	D: 10µM*	E: -3%	F: ?	G: -12%	H: .
Cc1ccc(N2C=Nc3ccc(C)c4nc(C)cc2c34)cc1
  A: 6%	B: ?	C: -3%	D: 3%	E: 1%	F: 1%	G: 2%	H: 19%
Cn1c(=O)c2c(ncn2CC(O)CNc2ccc(Cl)cc2)n(C)c1=O (stereo not given)
  A: -4%	B: 9%	C: 0%	D: -2%	E: 1%	F: -6%	G: 2%	H: .
COc1ccc(CC(=O)Nc2cc(-c3nc4cccnc4s3)ccc2C)cc1
  A: .	B: .	C: -16%	D: -5%	E: ?	F: -8%	G: -7%	H: .
O=C(Nc1cccc(F)c1)N1CCN(C/C=C/c2ccccc2)CC1
  A: -4%	B: -10%	C: -2%	D: -3%	E: -2%	F: -15%	G: 0%	H: .
Cc1oc(-c2cc(F)ccc2F)nc1CN(C)Cc1ccc2nccnc2c1
  A: -16%	B: -9%	C: -6%	D: 8%	E: -4%	F: -4%	G: 1%	H: -2%
Cn1cccc1C1NC(=O)c2c(sc3c2CCC(C(C)(C)C)C3)N1 (stereo not given)
  A: -3%	B: ?	C: -9%	D: ?	E: -3%	F: -15%	G: -17%	H: -11%
CCOc1cc2c(cc1OCC)C(c1ccc(OC)cc1)N(c1ccccc1)C(=O)C2 (stereo not given)
  A: -4%	B: 4%	C: -8%	D: ?	E: 3%	F: -13%	G: -4%	H: 6%
C/C(=C\C(=O)c1ncc(C(F)(F)F)cc1Cl)N(C)C
  A: 3%	B: ?	C: 3%	D: ?	E: -1%	F: -7%	G: 0%	H: 0%
CCOCN(C(=O)CSc1nc2ccccc2[nH]1)c1c(C)cccc1CC
  A: .	B: .	C: -2%	D: -8%	E: -2%	F: -13%	G: 3%	H: .
CC1(C)C(CSc2nc3ccccc3[nH]2)C1(Cl)Cl (stereo not given)
  A: 1%	B: -7%	C: -15%	D: -17%	E: -2%	F: ?	G: -2%	H: .
COc1cc(C(=O)Nc2ccc(OCc3cc(=O)n4cccc(C)c4n3)cc2)cc(OC)c1OC
  A: .	B: .	C: -13%	D: -11%	E: 1%	F: -13%	G: 2%	H: .
O=C(O)[C@H](Cc1ccccc1)N1Cc2ccccc2C1=O
  A: 2%	B: -11%	C: 6%	D: -2%	E: 0%	F: 2%	G: -13%	H: .
COc1cc(-c2cc(C(=O)Nc3ccc(S(=O)(=O)NCc4ccco4)cc3)c3ccccc3n2)cc(OC)c1OC
  A: 11%	B: -11%	C: 1%	D: 4%	E: 0%	F: 4%	G: 2%	H: -11%

5 structures already listed, sorted by formula weight, ascending.
Codes – A = aGal spleen mod; B = ALDH1A1 inh; C = Tau FP inhib; D = Tau ThT inhib; E = TR SRC2 fluor cs; F = Tau fluor counter; G = TRb-SRC2 inh; H = L3MBTL1 block
CC1(C)C(CSc2nc3ccccc3[nH]2)C1(Cl)Cl (stereo not given)
  A: 1%	B: -7%	C: -15%	D: -17%	E: -2%	F: ?	G: -2%	H: .
Cn1cccc1C1NC(=O)c2c(sc3c2CCC(C(C)(C)C)C3)N1 (stereo not given)
  A: -3%	B: ?	C: -9%	D: ?	E: -3%	F: -15%	G: -17%	H: -11%
Cn1c(=O)c2c(ncn2CC(O)CNc2ccc(Cl)cc2)n(C)c1=O (stereo not given)
  A: -4%	B: 9%	C: 0%	D: -2%	E: 1%	F: -6%	G: 2%	H: .
COc1ccc(CC(=O)Nc2cc(-c3nc4cccnc4s3)ccc2C)cc1
  A: .	B: .	C: -16%	D: -5%	E: ?	F: -8%	G: -7%	H: .
CCOc1cc2c(cc1OCC)C(c1ccc(OC)cc1)N(c1ccccc1)C(=O)C2 (stereo not given)
  A: -4%	B: 4%	C: -8%	D: ?	E: 3%	F: -13%	G: -4%	H: 6%

The listing continues:
Codes – A = aGal spleen mod; B = ALDH1A1 inh; C = Tau FP inhib; D = Tau ThT inhib; E = TR SRC2 fluor cs; F = Tau fluor counter; G = TRb-SRC2 inh; H = L3MBTL1 block
Cc1ccc(NC(=O)CSC2=C(C#N)C(c3ccc4c(c3)OCO4)C3=C(CCCC3=O)N2)c(C)c1 (stereo not given)
  A: 2%	B: 14µM*	C: -5%	D: -15%	E: -2%	F: ?	G: -4%	H: -11%
O=C(NCC1CCCO1)/C(=C/c1ccccc1)NC(=O)c1ccccc1 (stereo not given)
  A: 10%	B: ?	C: 3%	D: 7%	E: -1%	F: 10%	G: 1%	H: .
O=C(CCC(=O)N1CCc2ccccc2C1)N1CCN(S(=O)(=O)c2ccccc2)CC1
  A: -1%	B: 4%	C: -11%	D: -3%	E: 0%	F: -7%	G: -2%	H: -4%
Cc1cc(C)cc(NC(=O)CCc2nnc3n(C)c(=O)c4sccc4n23)c1
  A: .	B: .	C: 1%	D: 1%	E: -3%	F: -7%	G: 6%	H: .
COCCCn1c(-c2ccc(Cl)cc2)n[nH]c1=S
  A: 7%	B: 2%	C: -9%	D: -5%	E: 1%	F: -11%	G: -5%	H: .
CCC(=O)Oc1c(Sc2ccc(Cl)cc2)c(C)nn1C(C)(C)C
  A: .	B: .	C: -11%	D: ?	E: -1%	F: -17%	G: -7%	H: .
Cc1cc(-n2c(C)cc(C(=O)COc3ccc4ccc(=O)oc4c3)c2C)no1
  A: ?	B: ?	C: 9%	D: -19%	E: 1%	F: -15%	G: 5%	H: ?
CCOC(=O)N1CCC(Nc2nc3ccccc3nc2NS(=O)(=O)c2ccc(Cl)cc2)CC1
  A: 15%	B: -13%	C: 3%	D: ?	E: -1%	F: -19%	G: 3%	H: 1%
O=C(N/N=C/c1ccc2c(c1)OCO2)c1sc2cc(Cl)ccc2c1Cl
  A: 3%	B: -7%	C: 7%	D: ?	E: -2%	F: -8%	G: 6%	H: 2%
COCCCNC(=O)/C=C/c1ccc(Cl)cc1Cl
  A: -4%	B: 2%	C: 2%	D: 3%	E: -4%	F: 6%	G: -5%	H: 10%
COc1ccccc1/C=N/OCC(=O)NCc1ccc2c(c1)OCO2
  A: -4%	B: -5%	C: 3%	D: -5%	E: 2%	F: -9%	G: -1%	H: 4%
O=C(NCc1ccccn1)c1n[nH]c(=O)c2ccccc12
  A: -1%	B: ?	C: 1%	D: -5%	E: 2%	F: -7%	G: 1%	H: -5%
Cc1cccc(OCC(=O)Nc2ccc(Cl)c(-c3nc4ncccc4o3)c2)c1C
  A: .	B: .	C: -12%	D: ?	E: 2%[11.2 µM]	F: ?	G: 0%[11.2 µM]	H: .
CCOC(=O)C(NCc1ccc(F)cc1)(NC(=O)c1ccccc1)C(F)(F)F (stereo not given)
  A: -1%	B: 7%	C: -5%	D: -14%	E: 2%	F: -11%	G: -13%	H: -18%
Cc1nnc(NC(=O)CSc2nnc(Cc3ccccc3)n2Cc2ccccc2)s1
  A: 3%	B: -7%	C: 6%	D: -12%	E: -4%	F: -2%	G: -2%	H: .
COC(c1ccccc1)c1nnc(CCC(=O)N(C)CCOc2ccccc2)o1 (stereo not given)
  A: -10%	B: 2%	C: 2%	D: -1%	E: 0%	F: 0%	G: 0%	H: 3%
CN(Cc1ccccn1)Cc1nc(COc2ccccc2)no1
  A: -2%	B: 7%	C: 2%	D: -8%	E: -6%	F: 1%	G: -3%	H: -13%
Cc1ccccc1-c1cncnc1N(C)Cc1ccco1
  A: -1%	B: -14%	C: -10%	D: ?	E: 0%	F: -20%	G: -2%	H: .
